Compound activity as filed in PubChem.
Rpn11 block – Rpn11 (PSMD14) deubiquitinase inhibitors, primary screen, biochemical, fluorescence polarization, uHTS | 26S proteasome non-ATPase regulatory subunit 14 (Homo sapiens), O00487 | human 26S proteasome, Ub4-pepOG fluorescence polarization; 20S core pre-blocked with epoxomicin | calls only at 20 µM | actives 0.59% (n = 360,000);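 active = inhibition at 20 µM, scaled to each plate's controls, above about 33%, limit read from the data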
CSN inh – inhibitors of CSN-mediated cullin deneddylation, primary screen, biochemical, fluorescence polarization, uHTS; COP9 signalosome complex subunit 5 (Homo sapiens), Q92905; Purified CSN, SCF-Nedd8-OG deneddylation; inhibition, % at 12.5 µM; actives 0.38% (n = 360,000); AID 651999, 2013;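 active = pattern-corrected inhibition above about 35%, with an unprinted fluorescence ratio check between 0.5 and 1.5, limit read from the data, passing the limit was not always enough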;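 note: 0% = enzyme with substrate and 100% = substrate without enzyme; some results filed as inactive read as strong as hits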
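Test system: Human Csn5 produced in HEK293T cells | Compound: 12.5 µM single point | Times: 90 min, room temperature | Signal: Fluorescence polarization readout | Read-out basis: % inhibition of substrate cleavage by Csn5 | Controls: no-enzyme wells high, enzyme-with-substrate wells low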
bovine MsrA act – bovine MsrA enzyme activators, primary screen, biochemical, absorbance, HTS; Methionine sulfoxide reductase A (Bos taurus); purified bovine MsrA, absorbance read-out; AID 602163, 2012; activation, % at 10.6 µM; actives 0.3% (n = 360,000); in the data active = activation above about 7.5%;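 note: 0% = vehicle and 100% = reference activator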
MsrA inh – bovine MsrA enzyme inhibitors, primary screen, biochemical, absorbance, HTS. actives 0.75% (n = 360,000). Methionine sulfoxide reductase A (Bos taurus). inhibition, % at 15.5 µM. purified bovine MsrA, absorbance read-out; in the data active = inhibition above about 4.5%;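 note: 0% = vehicle wells with enzyme and 100% = reference inhibitor wells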
E coli Lon inh – inhibitors of E. coli Lon protease, primary screen, biochemical, fluorescence polarization | P0A9M0 | purified E. coli Lon protease | inhibition, % at 7.94 µM | actives 0.42% (n = 360,000); in the data active = inhibition above about 13%, passing the limit was not always enough;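 note: 0% = enzyme with probe and DMSO and 100% = no enzyme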
PABP1 MLLE inh – inhibitors of PABP1 MLLE–PAM2 peptide binding, primary screen, biochemical, fluorescence polarization, FITC-PAM2, GST-MLLE | actives 0.36% (n = 360,000) | inhibition, % at 20 µM | AID 588489, 2011; in the data active = inhibition above about 35%, passing the limit was not always enough;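 note: plate controls were DMSO wells with GST-MLLE for no effect and wells lacking GST-MLLE protein for full effect; some results filed as inactive read as strong as hits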
Rin1 Abl inh – inhibitors of Rin1-Abl protein binding, primary screen, biochemical, TR-FRET; Tyrosine-protein kinase ABL1 (Homo sapiens) + Ras and Rab interactor 1 (Homo sapiens), …; inhibition, % at 7.35 µM; actives 0.4% (n = 360,000); AID 588664, 2011; in the data active = inhibition above about 5%, passing the limit was not always enough
MT1-MMP act inh – blockers of MT1-MMP proenzyme processing, primary screen, HT1080 RFP-PRO-GFP cells, GFP/RFP fluorescence. GFP/RFP ratio change, % at 20 µM. GFP/RFP ratio fluorescence, overnight; percent of plate control window, DMSO zero. actives 0.061% (n = 360,000). Matrix metalloproteinase-14 (Homo sapiens), P50281;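 active = GFP/RFP ratio change of at least 30% with cell ATP level not reduced by more than half and red fluorescence within 50% of control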; note: strong numbers were not always called active
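Test system: HT1080 RFP-PRO-GFP cells; Benchmarks: DMSO and RFP-L50D-GFP cell wells; Timing: cells overnight before dosing, compound overnight, 37 °C, 5% CO2; Compound: one 20 µM compound dose with 1% DMSO; Read-out: GFP/RFP fluorescence ratio.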
FAS-TE inh – FAS thioesterase domain inhibitors, primary screen, biochemical, fluorescence intensity, uHTS | Fatty acid synthase (Homo sapiens), P49327 | recombinant FAS-TE, OMFH fluorogenic substrate, fluorescence endpoint | inhibition, % at 15 µM | actives 0.67% (n = 360,000) | AID 602261, 2012;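 active = compounds whose normalised, plate-corrected inhibition of enzyme fluorescence in the single-dose primary screen is 50% or more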;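 note: 0% = DMSO with enzyme and 100% = substrate without enzyme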
Active calls of the source: *; i = inactive; . = no result given.

mol	Rpn11 block	CSN inh	bovine MsrA act	MsrA inh	E coli Lon inh	PABP1 MLLE inh	Rin1 Abl inh	MT1-MMP act inh	FAS-TE inh
COc1cccc(Nc2ccc(N3CCCCC3)cc2)c1OC	i	-3	0	0.5	5	60*	2	-16	11
Cc1cc(C)cc(Cn2c3ccc(NC(=S)NC4CCCCC4)cc3c(=O)n2C)c1	i	-2	1	0.8	-2	-50	-2	3	-4
C[C@@H]1CN([C@@H](C)CO)C(=O)CCCn2cc(nn2)CO[C@H]1CN(C)S(=O)(=O)c1ccccc1F	i	-3	-2	-0.5	0	11	-2	0	-5
CN(C)c1cc[n+](CC(=O)Nc2ccc(Cl)cc2)cc1	i	0	-14	-0.2	0	-8	2	5	-5
COc1ccccc1-n1c(SCC(=O)NCC2CCCO2)nc2c([nH]c3ccccc32)c1=O (configuration not stated)	i	-2	-5	0.5	4	-3	-6	-2	2
Cc1onc(C(=O)Nc2cccc(C(F)(F)F)c2)c1[N+](=O)[O-]	i	-5	-5	1.5	1	-1	1	-2	-2
Cn1c(/C(C#N)=C(\O)c2ccccc2Cl)nc2ccccc21	i	0	-4	4.1	-1	2	-7	-3	-2
O=c1cc(-c2cccs2)oc2ccc(Cl)cc12	i	1	-1	2.3	14	-6	-5	-3	6
Cc1ccc(-c2ccc(CN3C(C(C)C)C(=O)N(Cc4cn(Cc5ccco5)nn4)CCS3(=O)=O)cc2)cc1 (configuration not stated)	i	-3	-5	-1.2	2	-9	-2	2	26
COc1ccc(C(=O)O)cc1NS(=O)(=O)c1cccc2nsnc12	i	-3	-2	2.5	-7	-8	-1	-5	-3
CCCN1CCC(NC(=O)Nc2ccc(Br)cc2)CC1	i	2	-3	-0.9	-3	-5	3	7	-12
Cc1cc(CNC(=O)c2cccc([N+](=O)[O-])c2C)c2ccccc2n1	i	2	-1	1.5	-3	-6	-2	-5	16
O=C(N/N=C/C(Br)=C\c1ccccc1)c1ccc2nc[nH]c2c1	i	-18	-6	3.0	-5	-15	1	3	-10
COc1ccc(C/C(C)=N/NC(=O)c2ccc(C)cc2C)cc1	i	3	-1	0.1	-8	2	-2	5	-6
Cc1cc(NC(=O)c2cc(C)on2)n(-c2ccccc2)n1	i	-9	-3	0.3	-5	10	-3	1	-7
COc1ccc(CC(=O)Nc2ccc(-c3noc(-c4ccccc4OC)n3)cc2)cc1	i	9	-5	0.1	6	-9	-12	3	11
O=C(Nc1ccc(N2CCN(C(=O)c3cccs3)CC2)cc1)c1ccc([N+](=O)[O-])o1	i	6	-6	0.9	-10	6	-5	-12	12
CCc1ccccc1Nc1nc(N)nc(CSCC(=O)Nc2ccc(C)c(C)c2)n1	i	7	1	0.2	-3	0	2	4	-2
COc1ccc(Nc2cc(Nc3ccc(OC)cc3)ncn2)cc1	i	-3	-2	-0.4	-7	-6	3	-3	-3
COc1ccc(NC(=O)CSCC(=O)N(C)Cc2ccc(Cl)c(Cl)c2)cc1	i	0	11*	0.0	-4	-4	0	1	21
Cc1cc(C)c(NC(=S)N(Cc2cccnc2)Cc2ccco2)c(C)c1	i	9	-5	-1.2	2	9	-3	-3	-8
O=c1[nH]c2ccccc2nc1/C=C(\O)c1cccs1	i	10	1	0.6	-119	24	-35	-129	-13
C/C(=N\n1cnnc1)c1ccc(C#N)cc1	i	-7	-4	0.8	-2	8	3	0	-3
O=C(Nc1cc(F)ccc1F)N1CCN(c2ccnc3cc(Cl)ccc23)CC1	i	-2	-2	-0.4	1	1	-1	-1	14
O=C(NCc1ccccc1)c1ccc(CN2CCC(Cc3ccccc3)CC2)cc1	i	2	-1	2.0	-9	17	1	0	4
Cc1ccc(N(C(=O)CNC(=O)c2ccco2)C(C(=O)NC2CCCC2)c2cccnc2)cc1 (configuration not stated)	i	1	-3	-0.9	1	6	1	0	-2
CCCn1c(=O)c2c(c3ccccc31)OC(C)C(=O)N2 (configuration not stated)	i	0	-6	-0.1	-10	3	2	7	-1
Cc1cc(OC(=O)CNC(=O)OC(C)(C)C)c2c(C)cc(=O)oc2c1	i	0	-2	0.2	1	11	-4	0	5
O=C(Cc1ccccc1)Nc1cccc(-c2nc3ncccc3o2)c1	i	1	-1	-2.2	-6	8	-7	2	4
C1=C(c2ccccc2)Nc2ccccc2N=C1c1ccccc1	i	-3	0	0.2	-15	-4	-1	1	21
CCOc1cc(N2CCOCC2)c(OCC)cc1NC(=O)C(C)Oc1ccccc1 (configuration not stated)	i	-1	0	-0.3	-7	-3	1	-1	6
Cc1ccc(OCC(=O)N(c2ccccn2)C2CCCCC2)c(C)c1	i	-4	-8	0.9	6	-1	0	-2	16
N#C/C(=C\c1cc([N+](=O)[O-])c(N2CCOCC2)cc1N1CCOCC1)c1nc2ccccc2[nH]1	i	0	-2	-0.6	-10	-4	-3	-1	32
Nc1ccc(Cl)c[n+]1Cc1cccc2cccnc12	i	-1	-2	0.0	-5	0	-3	-1	-1
CC(=O)c1ccc(S(=O)(=O)NC2CC(=O)N(c3ccc4c(c3)OCCO4)C2)cc1 (configuration not stated)	i	4	-2	-1.4	-2	7	1	-2	-11
NC(=O)c1nn(-c2ccccc2)nc1NC(=O)CN1CCCCC1	i	0	-1	-0.7	-1	0	-1	2	-5
CN(CC(=O)Nc1cccc(S(=O)(=O)N(C)c2ccccc2)c1)Cc1cccs1	i	-1	-3	-0.1	-10	11	-5	1	17
CCOc1cc(/C=C2/SC(=S)N(CC3CCCO3)C2=O)ccc1O (configuration not stated)	.	11	-8	1.1	-56	-102	0	-15	-8
Cc1cccc(C(=O)Oc2ccccc2-c2nnco2)c1	i	0	-11	0.3	-7	4	-1	6	1
Cc1ccc(S(=O)(=O)CCC(=O)OCC(=O)c2c(N)n(CC(C)C)c(=O)n(C)c2=O)cc1	i	2	-6	-0.3	-3	-6	-2	2	6
CCN1C(=O)[C@H]2[C@@H](c3ccc(C)cc3)N[C@]3(CCCN(CC4CCCCC4)C3=O)[C@H]2C1=O	i	0	-3	1.7	-1	-9	-3	-2	-1
CCn1c(COc2ccc3c(c2)CCCC3)nnc1SCC(=O)Nc1ccc(C(=O)OC)cc1	i	-7	-6	-1.2	16	-16	-5	-4	-14
CCn1c(=O)n(CC(=O)NCc2ccco2)c(=O)c2ccccc21	i	0	-4	0.7	-7	9	1	1	-2
COc1ncc(-c2ccc3c(c2)S(=O)(=O)c2cccc(C(=O)NCc4ccco4)c2C3=O)cn1	i	0	-2	0.9	-11	6	-1	1	-5
Cc1ccc(Nc2nc(N)c3ccccc3n2)cc1Cl	i	4	-1	1.3	0	-23	-3	26	22
CCOC(=O)C(=CNc1ccc(Oc2cncc(Cl)c2)nc1)C(=O)OCC	i	2	-10	0.8	3	7	-2	5	5
COc1ccccc1C(=O)NCc1ccco1	i	5	-5	-0.7	3	3	-6	4	-3
Cc1ccc(CS(=O)Cc2ccc(C(=O)NC3CCCC(C)C3C)o2)cc1 (configuration not stated)	i	-6	-3	0.7	-7	-7	-2	4	3
CCOc1ccc(C(=O)N[C@H](C(=O)Nc2cccc(S(=O)(=O)N3CCCCC3)c2)C(C)C)cc1	i	7	-4	1.8	3	-6	0	-58	16
Cc1ccc(S(=O)(=O)N(C)C)cc1NC(=O)COC(=O)c1n[nH]c(=O)c2ccccc12	i	0	-2	-0.3	6	5	-1	3	-10
N#C/C(Cn1c[n+](NC(=O)Nc2ccccc2)cn1)=N/O	i	-3	-7	-0.4	-2	9	3	0	-10
COc1cccc(NC(=O)CCNC(=O)C2CCN(S(=O)(=O)c3ccc(F)cc3)CC2)c1	i	4	-2	0.6	0	-8	2	2	-4
CCCc1cc(=O)[nH]c(SCC(=O)N2CCc3cc(OC)c(OC)cc3C2)n1	i	-2	-9	-0.7	-5	8	1	6	-5
N#CCCn1cc(/C=N/O)c(-c2ccc(F)cc2)n1	i	2	-6	1.6	0	1	2	-3	-6
COc1ccc(NC(=O)COc2ccc(N(C)S(=O)(=O)c3ccc(Cl)cc3)cc2)cc1OC	i	1	-6	-0.4	8	-1	-1	3	16
COC(=O)c1ccc(NC(=O)C2CC(=O)N(c3cc(C)ccc3C)C2)cc1 (configuration not stated)	i	2	-1	-0.3	0	-12	1	-7	-3
CC(CNC(=O)C(=O)NC(C)CCc1ccccc1)Cc1ccccc1 (configuration not stated)	i	6	2	0.1	4	0	4	-3	-3
COc1ccc(CN(C)C(=O)c2cccc(NS(=O)(=O)c3ccccc3)c2)c(OC)c1	i	3	-4	2.8	9	11	2	1	3
